Compound activity (PubChem BioAssay)
MCF10A rerep: A quantitative high throughput screen for small molecules that induce DNA re-replication in MCF 10a normal breast cells. MCF 10A DNA re-replication, Hoechst nuclear intensity, 48 h. Potency, µM (series often up to 46.1 µM), for inactives: at the top dose activity, positive = re-replication, most hits filed as activators. hit rate 2.9% among 350,000; also: potency is read from the fitted curve at half-maximal effect; % of control where 0% means no effect; nearly all actives have a fitted effect of over 50% in size
KB-V1 MDR tox: qHTS assay for MDR1-selective chemotherapeutics: Primary screen using the drug-selected MDR subline cells KB-V1; KB-V1 MDR cells viability, CellTiter-Glo, 72 h; Potency, µM (highest dose often 46.1 µM), for the others: at the top dose activity change, negative = cytotoxicity, usual class: cytotoxic; hit rate 3.4% among 400,000; also: potency is read from the fitted curve at half-maximal effect; % is scaled to controls: 0 for no effect and ±100 for the full control effect; nearly all actives have a fitted effect of over 60% in size
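Cells of the MDR subline KB-V1 are plated, dosed with compound at multiple concentrations, and incubated 72 h at 37 degrees C; CellTiter-Glo is then added and luminescence read after 10 min.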
HT1080 IDH1KD tx: qHTS for induction of synthetic lethality in tumor cells producing 2HG: qHTS for the HT-1080-IDH1KD cell line | HT-1080 IDH1 knockdown viability, ATP luminescence, 48 h | Potency, µM (top dose mostly 46.1 µM), for the others: top-dose activity, negative = toxicity, hits mostly cytotoxic | hit rate 2% among 360,000;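 also: potency is read from the fitted curve at half-maximal effect; 0% = DMSO wells and -100% = cell-free medium wells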
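HT-1080-IDH1KD cells (IDH1 knocked down), 750/well in RPMI with 5% FBS, treated with compound 48 h at 37 degrees C. Viability by CellTiter-Glo luminescence, normalised to DMSO and no-cell wells; concentration-response curves classed.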
HEK293 tox: qHTS of GLP-1 Receptor Inverse Agonists: Cytotox Screen | hit rate 0.13% among 410,000 | AID 624418, 2012 | Potency, µM (highest dose often 38.3 µM), for the others: top-dose activity change, negative = inhibition, most hits filed as inhibitors | HEK293 cAMP-luciferase reporter cells, luminescence, 24 h;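 also: loss of luciferase light is scored as toxicity; potency is read from the fitted curve at half-maximal effect; % is scaled to controls: 0 for no effect and ±100 for the full control effect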
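Compound-treated cells are incubated 24 hr at 37 deg C under 5% CO2 after a 12 hour attachment period, then luciferase detection reagent is added and luminescence is measured following 12 min at room temperature; lowered signal indicates toxicity.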
IL-1B inflam inh: qHTS for Inhibitors of Inflammasome Signaling: IL-1-beta AlphaLISA Primary Screen. hit rate 4.7% among 360,000. THP-1 LPS/ATP IL-1B secretion, AlphaLISA, 16 h; active compounds read low. activity change, % at 57.5 µM; in the data active = activity change below about -50%; inconclusive = mostly about -30% to -49%; also: % is scaled to controls: 0 for no effect and ±100 for the full control effect
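Secreted IL-1B measured by AlphaLISA bead assay after 16 h compound exposure of THP-1 cells; compounds (final up to 57.5 uM) added 1 h before LPS (250 ng/mL) and ATP (1.25 mM) stimulation; lower signal means less secretion.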
D3 ag: qHTS of D3 Dopamine Receptor Agonist: qHTS. D(3) dopamine receptor (Homo sapiens), P35462. D3R DiscoveRx beta-arrestin cells, luminescence, 90 min. max activation, %. hit rate 0.58% among 410,000. AID 652048, 2013; in the data active = max activation above about 30%; also: 0% is about no effect; mostly tested at two doses, the higher about 12 µM
Target sequence (P35462 whole entry, looked up): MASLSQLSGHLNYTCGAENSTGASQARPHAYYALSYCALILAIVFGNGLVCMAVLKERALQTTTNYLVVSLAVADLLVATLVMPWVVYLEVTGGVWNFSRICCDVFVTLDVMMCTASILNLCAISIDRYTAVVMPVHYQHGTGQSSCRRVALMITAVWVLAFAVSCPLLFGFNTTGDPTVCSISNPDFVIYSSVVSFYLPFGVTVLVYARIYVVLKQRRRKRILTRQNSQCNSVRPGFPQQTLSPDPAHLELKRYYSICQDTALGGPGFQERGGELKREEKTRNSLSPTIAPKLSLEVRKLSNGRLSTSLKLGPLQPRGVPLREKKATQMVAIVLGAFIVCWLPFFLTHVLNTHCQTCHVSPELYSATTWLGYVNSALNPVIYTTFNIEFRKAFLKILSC
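Cells at 1500/well, incubated overnight, then treated with pinned compounds (dopamine as control) for 90 min at 37 degrees C. DiscoveRx reagent added for 30 - 60 minutes at room temperature; luminescence read.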
KB-3-1 tox: qHTS assay for MDR1-selective chemotherapeutics: Primary screen using the parental adenocarcinoma cell KB-3-1; KB-3-1 viability, CellTiter-Glo ATP luminescence, 72 h; Potency, µM (highest dose often 46.1 µM), for the others: at the highest dose activity change, negative = cytotoxic, hits mostly cytotoxic; hit rate 1.4% among 400,000; AID 1347075, 2019; also: potency is read from the fitted curve at half-maximal effect; % is scaled to controls: 0 for no effect and ±100 for the full control effect; nearly all actives have a fitted effect of over 60% in size
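72 h, 37 °C compound treatment of KB-3-1 parental cells; CellTiter-Glo added, 10 min, luminescence read. Data corrected against DMSO-only plates and normalized before curve fitting.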
HT1080NT lethal: qHTS for induction of synthetic lethality in tumor cells producing 2HG: qHTS for the HT-1080-NT fibrosarcoma cell line | hit rate 1.6% among 360,000 | Potency, µM (series often up to 46.1 µM), for the others: at the top dose activity, negative = less viability, hits mostly cytotoxic | AID 686970, 2013 | HT-1080-NT fibrosarcoma viability, CellTiter-Glo ATP luminescence, 48 h;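 also: NT is the 2HG producing partner of a matched IDH1 knockdown line; potency is read from the fitted curve at half-maximal effect; 0% = DMSO-treated cells and -100% = media-only wells without cells; nearly all actives have a fitted effect of over 55% in size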
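A 48-hour cytotoxicity screen used HT-1080-NT cells plated 2 hours before compound delivery. ATP-based CellTiter-Glo luminescence measured viability, normalized to DMSO and no-cell controls.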
SW480 rereplic: A quantitative high throughput screen for small molecules that induce DNA re-replication in SW480 colon adenocarcinoma cells; SW480 DNA re-replication, Hoechst DNA content imaging, 48 h; Potency, µM (doses to about 46.1 µM), inactives show at the highest dose re-replication activation, actives largely listed as activators; hit rate 1.8% among 340,000; also: potency is read from the fitted curve at half-maximal effect; % of control where 0% means no effect; nearly all actives have a fitted effect of over 55% in size
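SW480 cells exposed to compounds for 48 hr at 37 C, 5% CO2, then Hoechst-stained 40 min. Nuclear DNA content imaged by fluorescence scanning (405 nm excitation, 500-530 nm emission); re-replication scored as increased high-intensity nuclei.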
* hit, by the source's call; & = joins results of further samples; [ ] = another dose, or the depositor's remark. Unless noted, calls follow the shape of the dose curve; as a rule, active = well fitted curve in the direction sought with a large enough effect; inconclusive = small, poorly fitted or top-dose-only effect, or another doubt; inactive = no such curve, though single readings can be large; an effect the other way counts as inactive or inconclusive.

Results for COc1ccc2nc(N=NC3=C(O)CC(C)(C)CC3=O)sc2c1 ?
MCF10A rerep: 23.8%; KB-V1 MDR tox: -10.6%; HT1080 IDH1KD tx: inconclusive; HEK293 tox: inconclusive; IL-1B inflam inh: 140.8; D3 ag: -4.7; KB-3-1 tox: inconclusive; HT1080NT lethal: -17.2%; SW480 rereplic: 2.06µM*

Results for O=C(Cc1ccc(OCc2ccccc2)cc1)NCc1ccc2c(c1)OCO2 ?
KB-V1 MDR tox: -3.3%; HT1080 IDH1KD tx: 2.7%; HEK293 tox: -2.0%; IL-1B inflam inh: 42.8; D3 ag: 1.1; KB-3-1 tox: -0.1%; HT1080NT lethal: 23.7%

Results for COC(=O)c1c(-n2cnnn2)sc(C)c1C ?
MCF10A rerep: 27.1%; KB-V1 MDR tox: -4.0%; HT1080 IDH1KD tx: 5.5%; HEK293 tox: 4.7%; IL-1B inflam inh: -2.2; D3 ag: 10.3; KB-3-1 tox: -0.4%; HT1080NT lethal: 3.9%; SW480 rereplic: -10.7%

Results for COc1ccccc1N(CC(=O)NCCSCc1ccccc1Cl)S(C)(=O)=O ?
MCF10A rerep: 1.0%; KB-V1 MDR tox: 10.4%&-10.1%; HT1080 IDH1KD tx: -9.4%; HEK293 tox: -18.9%&-2.9%; IL-1B inflam inh: 13.0; D3 ag: -5.1&5.7; KB-3-1 tox: -14.9%&4.1%; HT1080NT lethal: -10.4%; SW480 rereplic: -1.8%

How did O=C(CCc1nnc(COc2ccccc2)o1)NCc1ccccc1C(F)(F)F do in these assays?
MCF10A rerep: 10.7%; KB-V1 MDR tox: 7.7%; HT1080 IDH1KD tx: -0.8%; HEK293 tox: 4.1%; IL-1B inflam inh: 8.2; D3 ag: 3.8; KB-3-1 tox: 8.5%; HT1080NT lethal: 3.9%; SW480 rereplic: -9.7%

How did CC(=O)N1CCc2cc(S(=O)(=O)NC(Cc3ccccc3)C(=O)NCc3ccccc3)ccc21 (stereo not drawn) do in these assays?
KB-V1 MDR tox: -3.0%; HEK293 tox: -10.2%; D3 ag: -5.8; KB-3-1 tox: 0.1%

What do the screens show for `O=C(Cn1nnc(-c2ccc(Cl)cc2)n1)NC1CCN(Cc2ccccc2)CC1`?
MCF10A rerep: 4.3%; KB-V1 MDR tox: -19.1%; HT1080 IDH1KD tx: -17.7%; HEK293 tox: -4.2%; IL-1B inflam inh: -17.6; D3 ag: -0.8; KB-3-1 tox: 10.8%; HT1080NT lethal: -22.8%; SW480 rereplic: -5.9%

How did CCOc1ccccc1NC(=O)C(=O)N/N=C/c1cc(Br)ccc1O do in these assays?
MCF10A rerep: -9.7%; KB-V1 MDR tox: -20.0%; HT1080 IDH1KD tx: inconclusive; HEK293 tox: 55.3%[activator]; IL-1B inflam inh: 115.5; D3 ag: 2.6; KB-3-1 tox: inconclusive; HT1080NT lethal: inconclusive; SW480 rereplic: 0.82µM*

Results for CC(C)(C)C(=O)NN=C1CCC(c2ccccc2)CC1 (stereo not drawn) ?
MCF10A rerep: -17.2%; KB-V1 MDR tox: 8.6%; HT1080 IDH1KD tx: 8.0%; HEK293 tox: 9.8%; IL-1B inflam inh: 27.7; D3 ag: 4.3; KB-3-1 tox: 5.2%; HT1080NT lethal: -3.5%; SW480 rereplic: -38.3%[inhibitor]

How did CCOC(=O)c1cnc(N)nc1C(F)(F)F do in these assays?
MCF10A rerep: -3.5%; KB-V1 MDR tox: inconclusive; HT1080 IDH1KD tx: 0.5%; HEK293 tox: 6.9%; IL-1B inflam inh: 22.7; D3 ag: 3.6; KB-3-1 tox: -26.0%; HT1080NT lethal: -12.4%; SW480 rereplic: -9.3%

What do the screens show for `CCOc1cc(N2CCOCC2)c(OCC)cc1NC(=O)c1[nH]c(C)c(C(C)=O)c1C`?
MCF10A rerep: 1.6%; KB-V1 MDR tox: -6.3%; HT1080 IDH1KD tx: 6.4%; HEK293 tox: 4.7%; IL-1B inflam inh: 18.1; D3 ag: 0.1; KB-3-1 tox: -3.3%; HT1080NT lethal: 0.5%; SW480 rereplic: -0.2%

Results for O=C(CNC(=O)c1ccccc1O)N/N=C/c1ccccn1 ?
MCF10A rerep: 0.6%; KB-V1 MDR tox: -9.2%; HT1080 IDH1KD tx: 12.1%; HEK293 tox: -5.4%; IL-1B inflam inh: 30.3; D3 ag: 0.9; KB-3-1 tox: -7.1%; HT1080NT lethal: -0.6%; SW480 rereplic: -1.8%

How did O=P(COCCOCP(=O)(c1ccccc1)c1ccccc1)(c1ccccc1)c1ccccc1 do in these assays?
MCF10A rerep: 1.6%; KB-V1 MDR tox: 0.0%; HT1080 IDH1KD tx: -4.7%; HEK293 tox: 10.0%; IL-1B inflam inh: -9.0; D3 ag: 2.2; KB-3-1 tox: 4.0%; HT1080NT lethal: -2.1%; SW480 rereplic: -0.3%

How did O=C(CSCc1c(Cl)cccc1Cl)NCc1ccco1 do in these assays?
MCF10A rerep: 23.5%; KB-V1 MDR tox: 2.4%; HT1080 IDH1KD tx: 7.8%; HEK293 tox: 0.7%; IL-1B inflam inh: -11.4; D3 ag: -15.0; KB-3-1 tox: -1.3%; HT1080NT lethal: 0.9%; SW480 rereplic: -2.1%

Results for COC(=O)c1c(NC(=O)CN2C(=O)NC3(CCCCC3C)C2=O)sc2c1CCC2 (stereo not drawn) ?
MCF10A rerep: 0.0%; KB-V1 MDR tox: 2.8%; HT1080 IDH1KD tx: inconclusive; HEK293 tox: 0.8%; IL-1B inflam inh: -52.3*; D3 ag: 4.4; KB-3-1 tox: 10.3µM*; HT1080NT lethal: -27.4%; SW480 rereplic: 4.7%

Results for O=C(C[n+]1cc(-c2ccc(Cl)cc2)n2c1CCCCC2)c1ccccc1 ?
MCF10A rerep: inconclusive; KB-V1 MDR tox: -18.3%; HT1080 IDH1KD tx: -14.0%; HEK293 tox: -0.8%; IL-1B inflam inh: -61.7*; D3 ag: -30.4; KB-3-1 tox: inconclusive; HT1080NT lethal: -6.5%; SW480 rereplic: -6.2%[9.22 µM]

Results for CCOC(=O)C1=C(C)Nc2ccccc2N/C1=N\S(=O)(=O)c1ccc(Cl)cc1 ?
MCF10A rerep: 8.3%; KB-V1 MDR tox: -18.8%; HT1080 IDH1KD tx: -7.1%; HEK293 tox: -4.5%; IL-1B inflam inh: 48.7; D3 ag: 4.2; KB-3-1 tox: -6.8%; HT1080NT lethal: -11.2%; SW480 rereplic: -19.6%

How did COc1ccc(NC(=O)C2CC(c3c(F)cccc3Cl)=NO2)cc1 (stereo not drawn) do in these assays?
MCF10A rerep: 0.2%; KB-V1 MDR tox: -0.2%; HT1080 IDH1KD tx: 1.5%; HEK293 tox: -8.4%; IL-1B inflam inh: -14.6; D3 ag: 0.7; KB-3-1 tox: 23.9%; HT1080NT lethal: -1.2%; SW480 rereplic: -8.8%

What do the screens show for `Cc1c(NC(=O)CSc2n[nH]c(-c3ccccc3)n2)c(=O)n(-c2ccccc2)n1C`?
MCF10A rerep: 3.4%; KB-V1 MDR tox: 11.8%; HT1080 IDH1KD tx: 0.3%; HEK293 tox: -7.9%; IL-1B inflam inh: -5.0; D3 ag: 18.4; KB-3-1 tox: 29.2%; HT1080NT lethal: 23.9%; SW480 rereplic: -13.4%

How did O=C(c1ccco1)N(Cc1ccccc1)c1cccc([N+](=O)[O-])c1 do in these assays?
MCF10A rerep: -0.2%; KB-V1 MDR tox: inconclusive; HT1080 IDH1KD tx: -2.5%; HEK293 tox: -4.0%; IL-1B inflam inh: -5.9; D3 ag: -3.7; KB-3-1 tox: -15.7%; HT1080NT lethal: -5.9%; SW480 rereplic: -7.4%

How did CCC(Sc1nc(-c2ccccc2)c(C#N)c(=O)[nH]1)C(=O)Nc1nnc(C)s1 (stereo not drawn) do in these assays?
MCF10A rerep: 10.2%; KB-V1 MDR tox: 23.7%; HT1080 IDH1KD tx: 2.4%; HEK293 tox: 8.4%; IL-1B inflam inh: 13.9; D3 ag: 1.8; KB-3-1 tox: inconclusive; HT1080NT lethal: -1.0%; SW480 rereplic: 1.9%

How did Cc1cccc(C2c3[nH]c4ccccc4c3CCN2C(=O)c2noc3c2CCCC3)n1 (stereo not drawn) do in these assays?
MCF10A rerep: 29.0%; KB-V1 MDR tox: -15.5%; HT1080 IDH1KD tx: -21.2%; HEK293 tox: -9.1%; IL-1B inflam inh: -53.6*; D3 ag: -3.3; KB-3-1 tox: inconclusive; HT1080NT lethal: -7.3%; SW480 rereplic: -10.1%

What do the screens show for `O=C(O)C1CCCCC1C(=O)NCCCn1ccnc1` (stereo not drawn)?
MCF10A rerep: -0.8%; KB-V1 MDR tox: 1.9%; HT1080 IDH1KD tx: -2.6%; HEK293 tox: -4.0%; IL-1B inflam inh: 3.6; D3 ag: -20.9; KB-3-1 tox: 16.2%; HT1080NT lethal: 9.6%; SW480 rereplic: -3.9%

Two records drawn at random from those above:
Results for O=C(Cc1ccc(OCc2ccccc2)cc1)NCc1ccc2c(c1)OCO2 ?
KB-V1 MDR tox: -3.3%; HT1080 IDH1KD tx: 2.7%; HEK293 tox: -2.0%; IL-1B inflam inh: 42.8; D3 ag: 1.1; KB-3-1 tox: -0.1%; HT1080NT lethal: 23.7%

What do the screens show for `O=C(O)C1CCCCC1C(=O)NCCCn1ccnc1` (stereo not drawn)?
MCF10A rerep: -0.8%; KB-V1 MDR tox: 1.9%; HT1080 IDH1KD tx: -2.6%; HEK293 tox: -4.0%; IL-1B inflam inh: 3.6; D3 ag: -20.9; KB-3-1 tox: 16.2%; HT1080NT lethal: 9.6%; SW480 rereplic: -3.9%
